GALK inh = qHTS Assay for Inhibitors of Human Galactokinase (GALK). AID 1868, 2009. actives 0.007% (n = 270,000). Purified GALK, Kinase-Glo residual ATP luminescence. Potency, µM (top dose mostly 57.5 µM), without a hit: at the top dose activity change, negative = inhibition, usual class: inhibitors; further: potency means the concentration at half of the fitted maximal effect; on the % scale 0 is the no-effect control and ±100 the full control effect
Target sequence (P51570 whole entry, looked up): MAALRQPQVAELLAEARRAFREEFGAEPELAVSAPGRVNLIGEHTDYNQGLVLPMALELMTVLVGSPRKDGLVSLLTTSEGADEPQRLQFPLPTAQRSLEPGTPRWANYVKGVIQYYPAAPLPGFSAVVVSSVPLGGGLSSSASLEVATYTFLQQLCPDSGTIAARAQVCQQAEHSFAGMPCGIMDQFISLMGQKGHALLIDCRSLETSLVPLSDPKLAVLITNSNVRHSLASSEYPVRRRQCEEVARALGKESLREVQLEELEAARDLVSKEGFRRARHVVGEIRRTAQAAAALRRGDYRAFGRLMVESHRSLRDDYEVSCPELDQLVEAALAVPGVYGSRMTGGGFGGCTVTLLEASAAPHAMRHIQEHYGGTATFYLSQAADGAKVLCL
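Kinase-Glo Plus luminescence measured ATP left after a 1 h room-temperature reaction. The reaction used 5 nM GALK, 100 uM galactose and 35 uM ATP at pH 8.0 (20 mM HEPES, 5 mM MgCl2, 60 mM NaCl, 1 mM DTT, 0.01% BSA).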
KCNH2 3.1 block = qHTS for Inhibitors of KCHN2 3.1: Mutant qHTS | AID 720553, 2013 | U2OS KCNH2 3.1, thallium flux FluxOr; hits give low values | Potassium voltage-gated channel subfamily H member 2, brain isoform KCNH2 3.1 (human) | actives 0.95% (n = 340,000) | activity change, % (tested at about 1.8 µM);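 active means maximum activity change below -70%; inconclusive means maximum activity change from -70% to -50%; inactive means maximum activity change above -50%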;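 further: thallium influx rate constant from kinetic fluorescence after stimulation buffer; on the % scale 0 is the no-effect control and ±100 the full control effect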
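Channel expression came from 3.1 mutant virus (1.77 x 10^8 /mL) applied to suspended U2OS cells for 4 h. Flux was tracked with FluxOr dye plus Red40 quencher, and kinetic rate constants normalized to controls.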
CXXC DNA block = qHTS Fluorescence Polarization Assay for Inhibitors of MLL CXXC domain - DNA interaction; actives 0.037% (n = 290,000); MLL-CXXC / FITC-HOXA9 DNA fluorescence polarization; Potency, µM (top dose mostly 115 µM), inactives show at the highest dose activity change, negative = inhibition, hits mostly inhibitors; active means well fitted inhibition curve with a large enough effect in the polarisation, with a control signal flat, not every such curve was filed as active; inconclusive means small, poorly fitted or top-dose-only effect, or effect the other way, or a change in a side signal; inactive means no such curve, though single readings can be large or run the other way; the % refers to the polarisation; further: potency means the concentration at half of the fitted maximal effect
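Steps: dispense CXXC domain solution (7 uM) → pin compounds or unlabeled HOX-A9 DNA control → 5 min ambient → add FLSN-HOX-A9 solution (50 nM) → spin → 30 min ambient → fluorescence polarization. Tris pH 7.5/NaCl/DTT/BSA buffer.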
Integrin act MD = qHTS for Activators of Integrin-Mediated Alleviation for Muscular Dystrophy; alpha7betagal myoblasts, beta-gal FDG fluorescence, 48 h; Potency, µM (top dose mostly 38.3 µM), for the others: at the top dose activation, usual class: activators; actives 0.064% (n = 350,000); AID 624291, 2012;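 further: potency means the concentration at half of the fitted maximal effect; 100% = response of the positive control SU9516; nearly all actives have a fitted effect of over 60% in size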
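Alpha7betagal+/- myoblasts (passage 13) were plated 16-24 hr, then exposed to compounds (1:260 dilution of DMSO stock) for 48 hours at 37C. After MPER lysis, β-galactosidase reporter activity was read as FDG fluorescence (ex 480/em 540) after 30 minutes.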
ASM inhibitor = Inhibitors of Secretory Acid Sphingomyelinase (S-ASM): qHTS. Sphingomyelin phosphodiesterase (Homo sapiens), P17405. placental ASM, HMU-PC fluorogenic substrate, 60 min. Potency, µM (top dose mostly 57.5 µM), for the others: at the top dose activity change, negative = inhibition, actives largely listed as inhibitors. actives 0.006% (n = 340,000); further: potency means the concentration at half of the fitted maximal effect
Target sequence (P17405 47-631 limits assumed): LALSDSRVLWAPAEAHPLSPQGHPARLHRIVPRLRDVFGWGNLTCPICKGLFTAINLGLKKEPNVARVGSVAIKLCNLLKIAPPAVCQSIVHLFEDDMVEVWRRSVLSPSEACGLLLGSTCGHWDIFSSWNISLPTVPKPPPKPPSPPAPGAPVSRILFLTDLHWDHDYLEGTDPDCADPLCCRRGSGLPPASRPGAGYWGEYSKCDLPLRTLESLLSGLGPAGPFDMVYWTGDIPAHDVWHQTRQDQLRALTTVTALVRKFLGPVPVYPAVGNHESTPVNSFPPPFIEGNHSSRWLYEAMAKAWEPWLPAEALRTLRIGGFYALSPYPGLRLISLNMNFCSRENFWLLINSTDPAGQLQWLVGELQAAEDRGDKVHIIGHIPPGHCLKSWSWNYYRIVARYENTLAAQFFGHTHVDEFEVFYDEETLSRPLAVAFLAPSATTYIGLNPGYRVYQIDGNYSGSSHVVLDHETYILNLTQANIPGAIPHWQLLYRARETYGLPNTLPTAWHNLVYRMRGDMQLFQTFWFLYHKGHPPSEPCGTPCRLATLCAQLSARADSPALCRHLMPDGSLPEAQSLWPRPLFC
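qHTS format. ASM enzyme prepared from human placenta hydrolyses the fluorogenic substrate HMU-PC0 (9 uM final) over 60 min at 37 °C after a 10 min compound preincubation.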
FBPA coupling cs = qHTS Assay for Inhibitors of Fructose-1,6-bisphosphate Aldolase from Giardia Lamblia: Coupling assay counterscreen. coupling enzyme system counterscreen, AmpLite Red fluorescence. activity change, negative = inhibition, % at 58.2 µM, hits read low. actives 0.67% (n = 290,000). AID 2472, 2010; in the data active means activity change below about -30%; further: on the % scale 0 is the no-effect control and ±100 the full control effect
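Final compound at 57.5 uM, incubated 10 min at RT with coupling enzyme reagent (glyceraldehyde-3-phosphate), then 20 min with substrate and AmpLite Red detection. Fluorescence read at 525/598 nm; tests interference with the coupling assay, not aldolase inhibition.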
TRPV1 ag = HTS Assay for Compounds that Act as Agonists of the Vanilloid Receptor 1; activation, % at 8.33 µM; Transient receptor potential cation channel subfamily V member 1 (Homo sapiens), Q8NER1; TRPV1-expressing cells, Fluo-8 calcium influx, agonist mode; actives 0.19% (n = 320,000); in the data active means activation above about 80%; inconclusive means between about 30% and that limit; further: 0% is about no effect
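TRPV1-expressing cells were cultured overnight at 35.5C and loaded with Fluo-8 calcium dye for 40 to 90 min at room temperature. After a 10 s baseline, compound was added and calcium influx was read kinetically for 3 min (ex 480/em 520 nm).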
AT treatment = qHTS Assay for Identifying a Potential Treatment of Ataxia-Telangiectasia. actives 0.19% (n = 320,000). Potency, µM (titrated, usually from 57.5 µM), inactives show at the top dose activation, most hits filed as activators. […] A-T fibroblasts, KAP-1 phosphorylation AlphaLISA; neocarzinostatin DNA damage 30 min before lysis; further: potency means the concentration at half of the fitted maximal effect; % of control where 0% means no effect; nearly all actives have a fitted effect of over 45% in size
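ATM-like activity read as KAP-1 phosphorylation via AlphaLISA donor/acceptor antibody pairs after lysis and 6 hr at 25C. Cells were ATM-null patient fibroblasts ([…], hTERT), dosed 60 min, then exposed to the DSB inducer NCS for 30 min.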
KCNH2 WT inh = qHTS for Inhibitors of KCHN2 3.1: Wildtype qHTS; U2OS, BacMam KCNH2, thallium flux FluxOr; hits give low values; activity change, % at 1.84 µM; actives 0.37% (n = 340,000); AID 720551, 2013;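 active means maximum activity change below -70%; inconclusive means maximum activity change between -70% and -50%; inactive means maximum activity change above -50%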; further: on the % scale 0 is the no-effect control and ±100 the full control effect
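U2OS cells transduced with wild-type KCNH2 virus are loaded with FluxOr dye for 45 min, and thallium flux is measured in kinetic reads before and after stimulation buffer. Rate constants are normalized to DMSO controls.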
MBNL1-CUG inh = qHTS Assay for Inhibitors of MBNL1-poly(CUG) RNA binding; Muscleblind-like protein 1 (Homo sapiens), Q9NR56; Potency, µM (doses to about 57.5 µM), for inactives: top-dose activity change, negative = inhibition, hits mostly inhibitors; AID 2675, 2010; actives 0.036% (n = 280,000); TR-FRET MBNL1-His/biotin-(CUG)12 binding, 665/545 ratio; active means well fitted inhibition curve with a large enough effect in the signal ratio, with a control signal flat, not every such curve was filed as active; inconclusive means small, poorly fitted or top-dose-only effect, or effect the other way, or a change in a side signal; inactive means no such curve, though single readings can be large or run the other way; the % refers to the signal ratio; further: potency means the concentration at half of the fitted maximal effect; on the % scale 0 is the no-effect control and ±100 the full control effect
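Compounds (final 92 nM to 58 uM) are added to His-tagged MBNL1 and biotin-(CUG)12, then terbium anti-His antibody and streptavidin-XL665 (5 nM final). After 60 min at room temperature, the 665/545 nm ratio is read.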
Starred values were filed as active, the others as inactive; [ ] = dose if it differs, or a comment. Unless noted, the call rests on the fitted dose curve; in most records, active means well fitted curve in the direction sought with a large enough effect; inconclusive means small, poorly fitted or top-dose-only effect, or another doubt; inactive means no such curve, though single readings can be large; an effect the other way counts as inactive or inconclusive.

Results for CC1CCCN(C2=C(NS(=O)(=O)c3ccc(Br)cc3)C(=O)c3ccccc3C2=O)C1 (stereo not given) ?
KCNH2 3.1 block: -1.8; CXXC DNA block: -12.1%; Integrin act MD: inconclusive; ASM inhibitor: -12.7%; FBPA coupling cs: -19.1; TRPV1 ag: 11.1; AT treatment: -2.1%; KCNH2 WT inh: 0.8; MBNL1-CUG inh: inconclusive

Results for CCn1cc(CN2CCC(C(=O)Nc3cccc(-c4cccc(Cl)c4)c3)CC2)cn1 ?
GALK inh: 1.8%; KCNH2 3.1 block: -37.0; CXXC DNA block: 35.7%[activator]; Integrin act MD: -63.1%[inhibitor]; ASM inhibitor: 2.6%; FBPA coupling cs: 0.2; TRPV1 ag: -6.4; AT treatment: 0.6%; KCNH2 WT inh: -29.7; MBNL1-CUG inh: -5.6%

Results for NS(=O)(=O)c1ccc(NC(=O)c2c(F)cccc2Cl)cc1 ?
GALK inh: 0.8%; KCNH2 3.1 block: -11.5; CXXC DNA block: -1.9%; Integrin act MD: inconclusive; ASM inhibitor: 2.6%; FBPA coupling cs: -0.6; TRPV1 ag: 0.5; AT treatment: 4.5%; KCNH2 WT inh: -1.6

What do the screens show for `COc1ccc2c(=O)cc(-c3cccnc3)oc2c1OC`?
GALK inh: -1.2%; KCNH2 3.1 block: 29.6; CXXC DNA block: -0.8%; Integrin act MD: 12.1%; ASM inhibitor: -3.0%; FBPA coupling cs: -1.7; TRPV1 ag: 0.7; AT treatment: -9.8%; KCNH2 WT inh: -0.5; MBNL1-CUG inh: 13.2%

What do the screens show for `CN(CC(=O)N1CCCCCC1)S(=O)(=O)c1ccccc1`?
GALK inh: -1.8%; KCNH2 3.1 block: -10.6; CXXC DNA block: -1.1%; Integrin act MD: 12.5%; ASM inhibitor: 4.5%; FBPA coupling cs: -0.9; TRPV1 ag: 1.0; AT treatment: 0.5%; KCNH2 WT inh: -5.9; MBNL1-CUG inh: -4.2%

Results for COc1ccc(CCNC(=O)C2CCN(S(=O)(=O)c3ccc(OC)c(OC)c3)CC2)cc1OC ?
GALK inh: 0.0%; KCNH2 3.1 block: 0.8; CXXC DNA block: 15.1%; Integrin act MD: -5.8%; ASM inhibitor: 4.5%; FBPA coupling cs: 0.9; TRPV1 ag: -1.3; KCNH2 WT inh: 14.3; MBNL1-CUG inh: -1.0%

Results for Cc1ccc(NC(=O)CN2CCC(C(=O)c3ccc4c(c3)OCCO4)CC2)cc1 ?
GALK inh: 0.0%; KCNH2 3.1 block: -39.3; CXXC DNA block: -0.3%; Integrin act MD: -25.7%; ASM inhibitor: 0.7%; FBPA coupling cs: -0.2; TRPV1 ag: inconclusive; AT treatment: 0.8%; KCNH2 WT inh: -13.4; MBNL1-CUG inh: 0.7%

Results for Cc1ccn2cc(CNC(=O)c3cccs3)nc2c1 ?
GALK inh: -2.6%; KCNH2 3.1 block: -4.6; CXXC DNA block: -1.4%; Integrin act MD: 17.3%; ASM inhibitor: 2.0%; FBPA coupling cs: 0.4; TRPV1 ag: -3.4; AT treatment: 6.4%; KCNH2 WT inh: 0.5; MBNL1-CUG inh: 3.6%

Results for N#C/C(=C\c1ccncc1)C(=O)Nc1ccc(C(=O)O)cc1 ?
GALK inh: 2.5%; KCNH2 3.1 block: 16.2; CXXC DNA block: inconclusive; Integrin act MD: 9.1%; ASM inhibitor: -0.4%; FBPA coupling cs: 0.9; TRPV1 ag: 0.6; AT treatment: -13.3%; KCNH2 WT inh: 1.3; MBNL1-CUG inh: 0.2%

Results for CCOC(=O)c1nn(C23CC4CC(CC(C4)C2)C3)c2c1C(=O)N(c1ccc(C)cc1)C2=O ?
GALK inh: -0.6%; KCNH2 3.1 block: 5.3; CXXC DNA block: -4.7%; Integrin act MD: 19.4%; ASM inhibitor: -5.4%; FBPA coupling cs: 1.2; TRPV1 ag: 0.2; AT treatment: -6.7%; KCNH2 WT inh: 22.7; MBNL1-CUG inh: 4.7%

Results for COc1ccc(/C(C)=N/Nc2ncc(Cl)cc2Cl)c(O)c1 ?
GALK inh: 1.7%; KCNH2 3.1 block: -6.3; CXXC DNA block: -6.5%; Integrin act MD: -40.5%; ASM inhibitor: -2.4%; FBPA coupling cs: 1.2; TRPV1 ag: -1.3; AT treatment: -1.6%; KCNH2 WT inh: -1.8; MBNL1-CUG inh: -4.8%

How did Cc1ccc(S(=O)(=O)NC(=O)NCc2ccccc2)cc1 do in these assays?
GALK inh: 1.0%; KCNH2 3.1 block: -1.2; CXXC DNA block: 0.6%; Integrin act MD: 22.7%; ASM inhibitor: 4.7%; FBPA coupling cs: 7.5; TRPV1 ag: 0.5; KCNH2 WT inh: -8.3; MBNL1-CUG inh: -12.1%

How did Cc1cccc(OCC(=O)Nc2cccc(C(=O)Nc3ccccc3C(=O)O)c2)c1 do in these assays?
GALK inh: 0.6%; KCNH2 3.1 block: -18.0; CXXC DNA block: -7.7%; Integrin act MD: 14.0%; ASM inhibitor: -0.2%; FBPA coupling cs: 8.5; TRPV1 ag: -0.6; AT treatment: -1.9%; KCNH2 WT inh: 4.9

Results for O=C(N/N=C/C1CC2CCC1C2)C1CC1 (stereo not given) ?
GALK inh: -6.1%; KCNH2 3.1 block: 2.3; CXXC DNA block: 1.9%; Integrin act MD: 26.9%; ASM inhibitor: 3.4%; TRPV1 ag: -2.2; AT treatment: 8.6%; KCNH2 WT inh: 8.6; MBNL1-CUG inh: -3.8%

How did O=C(O)c1cccc(N/N=C/c2cccs2)c1 do in these assays?
GALK inh: -0.1%; KCNH2 3.1 block: -0.9; CXXC DNA block: 6.3%; Integrin act MD: 21.5%; ASM inhibitor: -2.9%; FBPA coupling cs: 6.8; TRPV1 ag: -3.7; AT treatment: 5.8%; KCNH2 WT inh: -1.8; MBNL1-CUG inh: inconclusive

How did Cc1ccc(OCC(=O)NNC(=S)NC(=O)C2CCCCC2)c(C)c1 do in these assays?
GALK inh: -3.3%; KCNH2 3.1 block: -24.3; CXXC DNA block: 0.4%; Integrin act MD: -22.0%; ASM inhibitor: -3.1%; TRPV1 ag: 3.2; AT treatment: -0.8%; KCNH2 WT inh: 1.4; MBNL1-CUG inh: -1.1%

Results for CCOc1cccc(OCCCOc2cccc3cccnc23)c1 ?
GALK inh: 2.4%; KCNH2 3.1 block: -3.1; CXXC DNA block: 2.9%; Integrin act MD: -13.3%; ASM inhibitor: -2.4%; FBPA coupling cs: -1.8; TRPV1 ag: -5.7; AT treatment: 3.3%; KCNH2 WT inh: 0.8; MBNL1-CUG inh: -3.0%

Results for COc1ccccc1-n1nnnc1SC(C)C(=O)NC1CCCC1 (stereo not given) ?
KCNH2 3.1 block: -7.7; Integrin act MD: 27.5%; ASM inhibitor: 6.4%; TRPV1 ag: 1.8; AT treatment: 3.8%; KCNH2 WT inh: -1.0

How did O=C(c1ccco1)N1CCN(S(=O)(=O)c2cccc(C(F)(F)F)c2)CC1 do in these assays?
GALK inh: 2.3%; KCNH2 3.1 block: 5.7; CXXC DNA block: -2.5%; Integrin act MD: -12.0%; ASM inhibitor: 1.6%; FBPA coupling cs: 1.5; AT treatment: 0.7%; KCNH2 WT inh: -7.8; MBNL1-CUG inh: -11.5%

How did COC(=O)C1=C(C(=O)OC)SC2(S1)C(C(=O)OC)=C(C(=O)OC)SC1=C2c2cc(C)ccc2NC1(C)C do in these assays?
GALK inh: -3.4%; KCNH2 3.1 block: -12.9; CXXC DNA block: -4.8%; Integrin act MD: -29.0%; ASM inhibitor: -4.4%; FBPA coupling cs: 2.4; TRPV1 ag: 6.9; AT treatment: -6.8%; KCNH2 WT inh: -11.1; MBNL1-CUG inh: 1.6%

What do the screens show for `COC(=O)CSc1nc(C2CC2)nc2ccccc12`?
GALK inh: -1.8%; KCNH2 3.1 block: 9.8; CXXC DNA block: 1.3%; Integrin act MD: -16.4%; ASM inhibitor: 0.3%; FBPA coupling cs: 0.6; TRPV1 ag: 7.8; AT treatment: 2.3%; KCNH2 WT inh: -3.3; MBNL1-CUG inh: 4.5%

What do the screens show for `O=C(NNC(=S)Nc1ccc(Cl)c(Cl)c1)c1cccc([N+](=O)[O-])c1`?
GALK inh: -4.7%; KCNH2 3.1 block: -9.7; CXXC DNA block: 4.1%; Integrin act MD: 10.0%; ASM inhibitor: -14.6%; FBPA coupling cs: 0.2; TRPV1 ag: inconclusive; AT treatment: 17.2%; KCNH2 WT inh: -5.5; MBNL1-CUG inh: 8.1%
